# Compound activity (PubChem)
# PRMT1 inh: blocks human protein arginine methyltransferase 1 | Q99873 | recombinant PRMT1, activity-based probe fluorescence polarization | inhibition, % at 2.79 µM | hit rate 1.3% among 370,000 | AID 652257;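 active means inhibition above about 21% made by adding two undisclosed values, limit read from the data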
# Target sequence (Q99873 whole entry, looked up): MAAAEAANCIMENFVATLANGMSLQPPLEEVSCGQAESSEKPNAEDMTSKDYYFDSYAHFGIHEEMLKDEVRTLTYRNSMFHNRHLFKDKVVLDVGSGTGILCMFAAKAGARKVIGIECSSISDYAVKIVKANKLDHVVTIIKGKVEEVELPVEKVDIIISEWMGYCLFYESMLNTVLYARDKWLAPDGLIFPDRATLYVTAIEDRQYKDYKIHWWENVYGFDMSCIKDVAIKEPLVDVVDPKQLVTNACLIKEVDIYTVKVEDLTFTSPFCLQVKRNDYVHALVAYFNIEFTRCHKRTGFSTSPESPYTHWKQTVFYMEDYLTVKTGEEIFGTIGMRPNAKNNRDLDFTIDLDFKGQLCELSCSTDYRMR
# NR1D1 modulator: modulators of human Rev-erb alpha DNA binding. Rev-erbα–FITC-DNA binding, fluorescence polarization, 90 min. hit rate 0.79% among 370,000. activity, % at 10 µM. P20393. AID 1259318;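 active means activity above about 14%, limit read from the data; passing the limit was not always enough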;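 further: 0% = DMSO wells with 35 nM protein and 100% = DMSO wells with 750 nM protein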
# TCR-CD3 inh: inhibitors of human TCR-CD3 interaction; hit rate 0.37% among 360,000; inhibition, % at 9.4 µM; TAMRA-labeled TCR probe fluorescence, biochemical; in the data active means inhibition above about 19%;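 further: recombinant mutant TCR 2C K166C tagged with TAMRA read by polarization; 0% = receptor in buffer alone and 100% = receptor with positive control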
# PG9 Ab binder: binds the HIV-1 gp120 antibody PG9 | hit rate 0.43% among 360,000 | TR-FRET gp120-PG9 antibody binding | inhibition, % at 6.7 µM; in the data active means inhibition above about 8.5%
# SIAE primary: blocks human sialic acid acetylesterase | Q9HAT2 | SIAE FP-Rh probe binding, fluorescence polarization | inhibition, % at 9.66 µM | hit rate 0.69% among 370,000;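 active means inhibition above a cutoff: mean of compounds within the control limits plus 3 SD of those, cut at about 17% in these data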;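 further: 0% = plate median of compound wells and 100% = probe without SIAE protein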
# HTRA1 inhibitor: HTRA1 (human) protease inhibition; recombinant HTRA1, FP-rhodamine activity-based probe, fluorescence polarization; inhibition, % at 5.96 µM; hit rate 0.5% among 340,000; in the data active means inhibition above about 36%;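 further: 0% = enzyme with DMSO and 100% = wells lacking enzyme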
# Target sequence (Q92743 whole entry, looked up): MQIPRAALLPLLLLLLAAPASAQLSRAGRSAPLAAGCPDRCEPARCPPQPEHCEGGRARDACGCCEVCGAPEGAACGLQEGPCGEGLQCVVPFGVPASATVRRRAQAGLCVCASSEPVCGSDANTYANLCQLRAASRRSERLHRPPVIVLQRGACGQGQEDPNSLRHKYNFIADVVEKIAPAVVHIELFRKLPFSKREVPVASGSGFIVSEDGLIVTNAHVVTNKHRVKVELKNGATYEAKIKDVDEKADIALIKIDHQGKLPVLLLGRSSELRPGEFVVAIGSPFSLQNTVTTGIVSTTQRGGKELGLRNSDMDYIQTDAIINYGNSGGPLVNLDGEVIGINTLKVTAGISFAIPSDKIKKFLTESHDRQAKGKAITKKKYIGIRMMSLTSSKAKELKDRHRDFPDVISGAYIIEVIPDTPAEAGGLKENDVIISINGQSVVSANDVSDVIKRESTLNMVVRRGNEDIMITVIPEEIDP
# rCAG RNA binder: r(CAG) repeat RNA binding. AID 651821. inhibition, % at 3 µM. hit rate 1.3% among 370,000. TO-PRO-1 dye displacement fluorescence;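 active means inhibition above the plate cutoff, the mean of all test compounds on that plate plus 3 SD, cut at about 35% in these data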;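 further: 0% = DMSO alone and 100% = 100 µM mitoxantrone as full dye displacement; higher means more dye released from RNA so lower well fluorescence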
# LEDGF integ inh: blocks HIV-1 LEDGF/p75-dependent DNA integration | TR-FRET IN-LEDGF/p75 DNA integration, Eu/Cy5 | inhibition, % at 3.7 µM | hit rate 0.64% among 370,000;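 active means inhibition above the screen-wide mean plus 3 SD, cut at about 13% in these data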;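 further: signal is the Cy5 over europium emission ratio at 671 and 618 nm; 0% = plate median of compound wells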
# mABHD4 FP: inhibitors of mouse ABHD4 | inhibition, % at 8.92 µM | hit rate 0.54% among 370,000 | purified mABHD4, FP-Rh probe fluorescence polarization | Q8VD66;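 active means inhibition exceeding the mean over every tested compound plus 3 SD, cut at about 30% in these data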;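 further: 0% = plate median of compound wells and 100% = S159A mutant with DMSO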
#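 Test system: mouse ABHD4 enzyme, wild type. Reagent: FP-Rh fluorescent activity-based probe, added after compound pre-incubation. Timing: pre-incubation 45 min, probe exposure 60 min, at 25 °C. Technique: FP readout, ex 525 nm / em 598 nm. Benchmarks: high control S159A mutant with DMSO, low control median of compound wells.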
# TDP2 absorb: blocks human TDP2 phosphodiesterase activity. O95551. recombinant TDP2, T5PNP hydrolysis, p-nitrophenol absorbance 415 nm. inhibition, % at 12.8 µM. AID 720702. hit rate 0.34% among 370,000;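 active means inhibition above the mean of all tested compounds plus 3 SD, set per campaign, cut at about 25% in these data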;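 further: 0% = DMSO with enzyme and 100% = buffer with substrate but no TDP2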
#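 System: recombinant human TDP2 / Amount: 120 nM TDP2 per well / Also added: 5 mM T5PNP chromogenic substrate / Doses: 12.8 µM single point, 1% DMSO / Incubation: 2 h at 37 °C / Detection: p-Nitrophenol epi absorbance / Evaluation: % inhibition relative to enzyme-containing and enzyme-free wells / Repeats: singlicate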
# Active calls of the source: *; nt = no result given. These rows are one share of the data (hit frequency here may not be typical).
SMILES,PRMT1 inh,NR1D1 modulator,TCR-CD3 inh,PG9 Ab binder,SIAE primary,HTRA1 inhibitor,rCAG RNA binder,LEDGF integ inh,mABHD4 FP,TDP2 absorb
c1cncc(-c2nnc(C3CCCCC3)o2)c1,0,2,5,0.2,0,2,-3,-1,8,12
CCOC(=O)c1c(NC(=O)c2c(Br)cnn2CC)sc(C)c1C,0,28*,-1,1.4,-6,5,-2,3,0,4
COc1ccc(-c2[nH]ncc2CN2CCC(N3CCSCC3)CC2)cc1F,-1,2,0,-2.9,0,-2,-4,2,-4,-4
O=C(C1CCCN1C(=O)c1cccs1)N1CCN(S(=O)(=O)c2ccc(F)cc2)CC1 (stereo not given),2,5,-13,-1.2,1,-4,2,-3,-4,2
Cc1cc(C(=O)CN2C(=O)C(=O)N(C3CCCC3)C2=O)c(C)n1CCc1ccc(F)cc1,-1,-3,-5,0.8,-1,-7,13,4,-7,-3
Cc1c(C(=O)NCCC#N)sc(=O)n1Cc1ccccc1F,-7,-2,7,-0.3,1,nt,0,-1,5,2
O=C(CN(C(=O)CNS(=O)(=O)c1ccc(F)cc1)c1ccccc1F)NCc1ccco1,-1,3,-12,-1.5,0,5,2,4,-4,-13
CCOC(=O)C1CCCN(S(=O)(=O)c2ccc3c4c(cccc24)C(=O)N3CC)C1 (stereo not given),-3,-3,6,2.8,-1,-10,1,-3,1,3
CCN(c1ccccc1)S(=O)(=O)c1ccc(C(C(=O)OC)C(=O)OC)c([N+](=O)[O-])c1,4,-4,1,-0.3,-9,1,-3,-1,5,-1
Cc1nnc(SCC(=O)NC2CCCCCC2)n1N,-2,-1,-2,1.5,-3,8,1,1,-3,-2

# Part of the list above, with values under each structure.
# Values run as follows: PRMT1 inh	NR1D1 modulator	TCR-CD3 inh	PG9 Ab binder	SIAE primary	HTRA1 inhibitor	rCAG RNA binder	LEDGF integ inh	mABHD4 FP	TDP2 absorb
COc1ccc(-c2[nH]ncc2CN2CCC(N3CCSCC3)CC2)cc1F
  -1	2	0	-2.9	0	-2	-4	2	-4	-4
O=C(C1CCCN1C(=O)c1cccs1)N1CCN(S(=O)(=O)c2ccc(F)cc2)CC1 (stereo not given)
  2	5	-13	-1.2	1	-4	2	-3	-4	2

# Additional entries
SMILES,PRMT1 inh,NR1D1 modulator,TCR-CD3 inh,PG9 Ab binder,SIAE primary,HTRA1 inhibitor,rCAG RNA binder,LEDGF integ inh,mABHD4 FP,TDP2 absorb
CSC1=N/C(=C/c2cccnc2)C(=O)N1Cc1ccc(Cl)cc1,10,5,-9,-0.8,-4,-5,2,-4,5,-15
O=C(NC(C(=O)c1ccccc1)n1cnccc1=O)c1ccccc1 (stereo not given),-2,1,5,-0.3,5,3,1,2,7,-5
CC(C)C(N)c1csc(Nc2ccc(C(=O)c3ccccc3)cc2)n1 (stereo not given),4,-6,3,-1.9,-3,nt,14,0,-3,1
CCn1c(N)c(C(N)=O)sc1=S,27*,-1,-4,1.6,6,2,2,-1,-7,4
O=C(NCC(c1ccco1)N1CCN(c2ccccc2F)CC1)C(=O)NC1CC1 (stereo not given),3,6,-4,-0.8,2,3,-6,-3,3,-2
CCCCC(C(=O)NC1CCCC1)N(C(=O)c1snc(C(N)=O)c1N)c1ccc(F)cc1 (stereo not given),0,2,-12,0.7,8,-2,-2,-6,-3,0
Cc1cc(-c2csc(NC(=O)C3=COCCO3)n2)c(C)n1C,1,-15,22*,-1.3,26*,10,21,43*,10,18
CC1(OC(=O)c2ccc(Cl)nc2)C(=O)C=C2C=C3CCCN3C=C2C1=O (stereo not given),12,-20,16,-5.5,15,13,15,18*,13,11
COc1cccc(-c2cc(C(=O)NCCCn3ccnc3)c3ccccc3n2)c1,1,6,-6,2.4,4,-4,-1,1,2,3
COc1ccc(C(C)=O)cc1Cn1c(C)c(C(=O)NCCC#N)sc1=O,0,2,-8,0.3,2,nt,-1,-4,-1,0
CCC(C)NC(=O)C1CCCN(C(=O)NC2CCCCC2)C1 (stereo not given),0,2,2,-0.7,0,0,-1,3,-1,7
O=C(NCCS(=O)(=O)NCCCc1ccccc1)c1ccccc1,2,5,-3,1.3,-2,-1,-4,0,24,3
O=C1NC(=O)C2(C=C(c3ccccc3)C(O)(c3ccccc3)C2)N1 (stereo not given),-3,5,6,-2.3,-1,-1,1,1,-4,-12
CCc1ccc(C(=O)COC(=O)CNC(=O)C2CCCCC2)cc1,-1,2,12,-0.7,-4,1,-5,-1,4,8
NC(=O)NC(Cc1ccccc1)C(=O)NNC(=O)COc1ccccc1Cl (stereo not given),3,-3,0,0.6,-2,6,1,0,3,0
CCOC(=O)[C@]12CCCC=C1N(CCC1=CCCCC1)C(=O)[C@H](CC(=O)N1CCCCC1)C2,-4,-5,4,0.1,-3,nt,-2,4,-7,-6
Cc1cc(C(=O)CSc2nnnn2-c2ccc(O)cc2)c(C)n1Cc1ccc2c(c1)OCO2,0,-1,-2,-2.1,-48,-57,11,0,-48,-16
C=CCc1ccccc1OCC(O)CNC (stereo not given),0,0,4,1.1,-3,4,-4,-5,2,-4
COc1ccccc1NC(=O)OC1CCC12CCCCC2 (stereo not given),1,-6,nt,nt,-4,nt,2,-3,-1,1
CCC(Oc1ccccc1)C(=O)N1CCN(S(=O)(=O)c2ccccc2)CC1 (stereo not given),-6,4,3,-0.6,1,-4,2,4,0,4
CCCCN(C)C(=O)c1cc2cc3cc(OC)ccc3nc2o1,-1,-3,-2,-2.1,7,-5,1,3,4,2
O=C1CSC(c2ccccc2)N1CC(O)c1ccc([N+](=O)[O-])cc1 (stereo not given),1,2,-1,0.0,-3,0,-5,3,0,10
Cc1ccc(NC(=O)c2c([N+](=O)[O-])c(C(C)(C)C)nn2C)cc1,-1,0,2,0.6,-4,-20,-1,-2,-6,1
O=C(Cn1cnc2ccccc21)NCc1ccccc1,1,-5,1,-0.7,2,3,1,-1,-1,7
N#Cc1ccc2[nH]c(CO)c(-c3ccccc3)c2c1,-1,4,5,0.2,4,-21,3,2,-1,-2
CCC(=O)NC(=S)Nc1cccc(NC(=O)CC)c1,-1,2,-3,-0.6,9,4,-3,1,4,-4
CC(=O)Nc1ccc(NC(=O)C(C)OC(=O)/C=C/c2cccs2)cc1 (stereo not given),-2,6,-2,-2.7,0,1,1,4,-3,-13
Cc1noc(NS(=O)(=O)c2ccc(N/C=C/C(=O)c3cccnc3)cc2)c1C,1,3,0,-0.9,-6,2,5,-5,0,-1
CCOC(=O)C1CCN(c2cc(=O)n(-c3ccccc3Cl)c(=O)[nH]2)CC1,-3,1,-1,1.7,4,5,0,3,0,0
COC(=O)c1ccccc1N(C)S(C)(=O)=O,0,-4,1,1.8,5,6,0,2,3,-3
COc1ccc(NS(=O)(=O)c2ccc(N3CCOCC3)c(NC(=O)/C=C/C(=O)O)c2)cc1,2,3,-7,-1.2,2,14,11,-4,1,3
COc1ccccc1-n1c(CCC(=O)O)ccc1-c1ccccc1,-4,-1,-3,-0.7,5,-2,3,-1,4,3

# Profiles as entered above:
# Entry for N#Cc1ccc2[nH]c(CO)c(-c3ccccc3)c2c1 → PRMT1 inh: -1; NR1D1 modulator: 4; TCR-CD3 inh: 5; PG9 Ab binder: 0.2; SIAE primary: 4; HTRA1 inhibitor: -21; rCAG RNA binder: 3; LEDGF integ inh: 2; mABHD4 FP: -1; TDP2 absorb: -2
# Entry for COC(=O)c1ccccc1N(C)S(C)(=O)=O → PRMT1 inh: 0; NR1D1 modulator: -4; TCR-CD3 inh: 1; PG9 Ab binder: 1.8; SIAE primary: 5; HTRA1 inhibitor: 6; rCAG RNA binder: 0; LEDGF integ inh: 2; mABHD4 FP: 3; TDP2 absorb: -3
# Entry for COc1ccccc1-n1c(CCC(=O)O)ccc1-c1ccccc1 → PRMT1 inh: -4; NR1D1 modulator: -1; TCR-CD3 inh: -3; PG9 Ab binder: -0.7; SIAE primary: 5; HTRA1 inhibitor: -2; rCAG RNA binder: 3; LEDGF integ inh: -1; mABHD4 FP: 4; TDP2 absorb: 3
